# Anthrax LF inh2: blocks Bacillus anthracis lethal factor protease | multiplex microsphere protease cleavage assay, LF | inhibition, % at 10 µM | AID 588501 | 360,000 tested, 0.12% active; note: plate controls were buffer without enzyme for full effect and enzyme alone for no effect
# Target sequence (P15917 whole entry, looked up): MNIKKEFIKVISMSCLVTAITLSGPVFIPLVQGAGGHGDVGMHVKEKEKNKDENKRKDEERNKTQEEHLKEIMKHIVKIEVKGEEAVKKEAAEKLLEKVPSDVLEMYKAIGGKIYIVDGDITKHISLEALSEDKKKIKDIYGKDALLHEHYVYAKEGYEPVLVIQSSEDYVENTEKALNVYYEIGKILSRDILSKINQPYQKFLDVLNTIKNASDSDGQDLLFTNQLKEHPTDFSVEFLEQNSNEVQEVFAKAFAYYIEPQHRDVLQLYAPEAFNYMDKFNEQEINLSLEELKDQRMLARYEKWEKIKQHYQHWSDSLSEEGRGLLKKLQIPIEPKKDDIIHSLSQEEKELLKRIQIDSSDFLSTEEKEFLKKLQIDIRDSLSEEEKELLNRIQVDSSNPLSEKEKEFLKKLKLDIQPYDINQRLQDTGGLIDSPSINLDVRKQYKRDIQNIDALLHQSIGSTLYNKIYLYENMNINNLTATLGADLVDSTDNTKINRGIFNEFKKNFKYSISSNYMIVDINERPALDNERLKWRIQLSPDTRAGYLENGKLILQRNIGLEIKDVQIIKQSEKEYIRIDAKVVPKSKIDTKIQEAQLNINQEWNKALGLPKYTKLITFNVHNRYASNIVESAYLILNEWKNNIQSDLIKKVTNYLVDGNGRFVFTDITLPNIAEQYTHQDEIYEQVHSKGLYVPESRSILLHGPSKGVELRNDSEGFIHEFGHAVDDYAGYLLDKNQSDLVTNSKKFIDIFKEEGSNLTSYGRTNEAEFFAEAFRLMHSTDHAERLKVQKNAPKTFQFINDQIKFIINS
# FadD28 binding: inhibitors of Mycobacterium tuberculosis FadD28 bisubstrate binding; inhibition, % at 12.5 µM; 360,000 tested, 0.22% active; FadD28 bisubstrate probe binding, fluorescence polarization; AID 588549; in the data active = inhibition above about 8.5%, passing the limit was not always enough; inconclusive = no clear call, values can overlap the other calls
# TcdB inh: inhibitors of Clostridioides difficile toxin B glycohydrolase | P18177 | TcdB glycohydrolase enzymatic assay, plate reader | inhibition, % at 9.99 µM | 350,000 tested, 0.24% active; in the data active = inhibition above about 10%
# BoNT-A LC inh2: BoNT A light chain protease inhibition; multiplex microsphere protease substrate cleavage, flow cytometry; inhibition, % at 10 µM; 360,000 tested, 0.17% active; AID 588499; note: plate controls were buffer without enzyme for full effect and enzyme alone for no effect
# PrPC TRFRET: inhibitors of human cell surface prion protein PrPC; inhibition, % at 13.8 µM; 370,000 tested, 0.43% active; TR-FRET read-out; in the data active = inhibition above about 24%; note: 0% = median of the test wells and 100% = reference compound wells
# CCHFV vOTU inh: CCHFV vOTU protease inhibition; Pep-AMC fluorescence; inhibition, % at 11.5 µM; 370,000 tested, 0.55% active; AID 651958; in the data active = inhibition above about 30%; note: 0% = vehicle wells with enzyme and 100% = no enzyme wells
# PfHsp40 yeast: compounds rescuing yeast from Plasmodium falciparum HSP40 toxicity; S. cerevisiae expressing PfHsp40, growth rescue, ATP luminescence; growth rescue, % at 12.5 µM; 340,000 tested, 0.68% active; in the data active = growth rescue above about 28%, passing the limit was not always enough; inconclusive = no clear call, values can overlap the other calls;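 note: yeast W303a lacking pdr1 and pdr3 grown in galactose medium; growth measured after three days at 30 °C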
# BoNT-F LC inh: inhibitors of Botulinum neurotoxin F light chain protease; 360,000 tested, 0.22% active; Multiplex microsphere protease cleavage assay, flow cytometry; inhibition, % at 10 µM; in the data active = inhibition above about 35%, passing the limit was not always enough; inconclusive = no clear call, values can overlap the other calls; note: plate controls were buffer without enzyme for full effect and enzyme alone for no effect
# Y pestis TopoI: Y. pestis Topo-I inhibition via cleavage products; Y. pestis Topo-I cleavage product accumulation, plate reader; activity, % at 10 µM; 360,000 tested, 0.064% active; AID 504884; in the data active = activity above about 50%, passing the limit was not always enough; inconclusive = no clear call, values can overlap the other calls; note: inactives centre near 2
# An asterisk follows results filed as active; u = inconclusive; x = no result given. Cut-off read from the data, not from the text of the source, unless noted: active = inhibition above about 30%; inconclusive = no clear call, values can overlap the other calls; inactive = below that. Hits appear at their usual frequency. About 2.3% of those tested had a hit in this group.
# Values run as follows: Anthrax LF inh2	FadD28 binding	TcdB inh	BoNT-A LC inh2	PrPC TRFRET	CCHFV vOTU inh	PfHsp40 yeast	BoNT-F LC inh	Y pestis TopoI
1: COc1ccc(C2c3ccc4ccccc4c3Oc3ncn(CCCN(C)C)c(=N)c32)cc1 (configuration not stated)
  3	-13	1.5	-1.6	-4	-3	3.5	-24	-3
2: Cc1cc(C)c2sc(N(CCN(C)C)C(=O)CCS(=O)(=O)c3ccccc3)nc2c1
  2	-0.3	2.1	-1.8	-2	7	-0.5	-10	5
3: O=C(Nc1ccc(F)cc1F)c1ccc2c(=O)n3c(nc2c1)CCC3
  0	-3.2	1.8	2.6	1	-8	-1.3	9	-10
4: O=C1C2CCCN2C(c2ccc(F)c(F)c2)N1c1cccc(Cl)c1 (configuration not stated)
  -2	-2.9	1.2	-0.1	5	-1	-1.0	-7	8
5: Cc1ccc(S(=O)(=O)N2C[C@H]3[C@H]4C(=O)N(c5ccccc5)C(=O)[C@H]4C[C@H](OC(=O)NC4CCCC4)[C@@]3(O)C2)cc1
  12	-0.5	2.0	0.0	-3	-4	x	1	5
6: Cc1c(C(N)=O)c(-c2ccccc2)nn1-c1ccccc1
  0	-0.6	x	-0.6	0	-18	-1.5	-10	6
7: CCOC(=O)C1(CC)NC(c2ccc(OC)cc2OC)C2C(=O)N(C)C(=O)C21 (configuration not stated)
  -1	-1.0	-1.0	0.2	10	-6	1.4	-1	-3
8: CCOc1cc(CNC)ccc1OCC(=O)NC(C)(C)C
  1	0.5	0.6	-0.1	-3	1	0.5	-1	-2
9: Cc1cccc(N2C(=O)CS/C2=N\NC(=O)c2ccc(Br)cc2)c1C
  2	-2.4	x	-0.1	-1	-8	-2.6	-9	4
10: Cc1ccc2oc(-c3ccccc3)c(C(=O)O)c(=O)c2c1
  -1	-4.0	x	-2.1	-8	8	444*	-48	-15
11: Cc1cc(C)nc(SCC(=O)NC(=O)c2ccccc2O)n1
  -3	-0.7	-10	0.7	10	8	0.9	-10	-3
12: CC(C(=O)Nc1ccc(N2CCOCC2)cc1)N1C(=O)NC(C)(C)C1=O (configuration not stated)
  0	-2.3	2.3	0.6	3	0	-1.2	0	-3
13: Clc1cccc(Cl)c1/C=N/Nc1c(Cl)cncc1Cl
  1	-0.7	0.3	-0.1	3	-5	-1.4	-13	-2
14: COc1ccc(C(=O)C(Cc2ccccc2)N(C)C)cc1 (configuration not stated)
  -2	0.5	x	1.0	-3	-8	-1.0	1	10
15: CCC(C)Sc1nnc(CSc2nc(C)cc(C)n2)n1C (configuration not stated)
  -4	-0.4	1.8	-0.5	3	-2	-0.8	-2	13
16: CCCNC(=O)N1C2CCC1CC(O)(c1cccnc1)C2 (configuration not stated)
  -4	-0.8	x	0.0	6	3	-0.3	3	8
17: COC(=O)c1cc2n(n1)CCCNC2=O
  -2	-0.5	-2.6	1.4	3	-3	-1.3	21	2
18: CC(C)Oc1ccccc1C1CC(=O)Nc2cc3c(cc21)OCCO3 (configuration not stated)
  u	1.1	x	-7.3	14	1	0.0	-16	16
19: O=C1c2ccccc2C(c2nc3ccccc3[nH]2)N1c1ccccn1 (configuration not stated)
  1	-0.8	0.3	1.0	-6	12	x	10	x
20: COc1ccc(CCNC(=O)c2ccc(CNS(=O)(=O)c3cccc(Cl)c3)cc2)cc1OC
  -1	u	x	-0.1	4	13	0.0	4	20

# Exported as tab-separated lines: part of the list above.
No.	canonical_smiles	Anthrax LF inh2	FadD28 binding	TcdB inh	BoNT-A LC inh2	PrPC TRFRET	CCHFV vOTU inh	PfHsp40 yeast	BoNT-F LC inh	Y pestis TopoI
6	Cc1c(C(N)=O)c(-c2ccccc2)nn1-c1ccccc1	0	-0.6	x	-0.6	0	-18	-1.5	-10	6
7	CCOC(=O)C1(CC)NC(c2ccc(OC)cc2OC)C2C(=O)N(C)C(=O)C21 (configuration not stated)	-1	-1.0	-1.0	0.2	10	-6	1.4	-1	-3
8	CCOc1cc(CNC)ccc1OCC(=O)NC(C)(C)C	1	0.5	0.6	-0.1	-3	1	0.5	-1	-2
9	Cc1cccc(N2C(=O)CS/C2=N\NC(=O)c2ccc(Br)cc2)c1C	2	-2.4	x	-0.1	-1	-8	-2.6	-9	4
10	Cc1ccc2oc(-c3ccccc3)c(C(=O)O)c(=O)c2c1	-1	-4.0	x	-2.1	-8	8	444*	-48	-15
11	Cc1cc(C)nc(SCC(=O)NC(=O)c2ccccc2O)n1	-3	-0.7	-10	0.7	10	8	0.9	-10	-3
12	CC(C(=O)Nc1ccc(N2CCOCC2)cc1)N1C(=O)NC(C)(C)C1=O (configuration not stated)	0	-2.3	2.3	0.6	3	0	-1.2	0	-3
13	Clc1cccc(Cl)c1/C=N/Nc1c(Cl)cncc1Cl	1	-0.7	0.3	-0.1	3	-5	-1.4	-13	-2
14	COc1ccc(C(=O)C(Cc2ccccc2)N(C)C)cc1 (configuration not stated)	-2	0.5	x	1.0	-3	-8	-1.0	1	10
15	CCC(C)Sc1nnc(CSc2nc(C)cc(C)n2)n1C (configuration not stated)	-4	-0.4	1.8	-0.5	3	-2	-0.8	-2	13
16	CCCNC(=O)N1C2CCC1CC(O)(c1cccnc1)C2 (configuration not stated)	-4	-0.8	x	0.0	6	3	-0.3	3	8
17	COC(=O)c1cc2n(n1)CCCNC2=O	-2	-0.5	-2.6	1.4	3	-3	-1.3	21	2
18	CC(C)Oc1ccccc1C1CC(=O)Nc2cc3c(cc21)OCCO3 (configuration not stated)	u	1.1	x	-7.3	14	1	0.0	-16	16
19	O=C1c2ccccc2C(c2nc3ccccc3[nH]2)N1c1ccccn1 (configuration not stated)	1	-0.8	0.3	1.0	-6	12	x	10	x
20	COc1ccc(CCNC(=O)c2ccc(CNS(=O)(=O)c3cccc(Cl)c3)cc2)cc1OC	-1	u	x	-0.1	4	13	0.0	4	20

# (next part)
# Values run as follows: Anthrax LF inh2	FadD28 binding	TcdB inh	BoNT-A LC inh2	PrPC TRFRET	CCHFV vOTU inh	PfHsp40 yeast	BoNT-F LC inh	Y pestis TopoI
21: Cc1ccc(N/N=C(\C#N)C(=O)c2ccsc2)cc1
  -1	2.1	1.8	-0.5	8	-5	-0.9	2	1
22: CC(C)Oc1ccccc1C1Nc2ccccc2C(=O)N1c1ccc2c(c1)OCCO2 (configuration not stated)
  5	-6.3	x	0.3	-4	-10	-1.0	8	4
23: CSc1ccccc1C(=O)C1CCCN(C(=O)c2ccc(N3CCOCC3)cc2)C1 (configuration not stated)
  -2	-5.8	-1.4	-0.4	8	-14	0.7	3	17
24: COC(=O)c1ccc(N2CCOCC2)c(F)c1
  2	1.7	x	-0.5	-3	10	-2.1	2	-7
25: O=C(CC(c1ccccc1)c1ccccc1)NCCOCc1ccccc1
  -18	-1.6	1.2	0.4	8	-7	0.7	u	33
26: O=C(c1ccc(NS(=O)(=O)c2ccccc2)cc1)N1CCOCC1
  0	-2.0	2.3	1.6	-4	-6	0.1	2	1
27: O=C(OCc1cc([N+](=O)[O-])cc2c1OCOC2)c1cccnc1SC(F)F
  -6	-3.2	1.1	-3.4	-6	18	1.4	-12	-16
28: CCOC(=O)C1(Cc2cccc(Cl)c2)CCCN(C(=O)C2CC2)C1 (configuration not stated)
  1	-3.0	1.4	-0.4	4	0	-0.7	1	11
29: Cc1[nH][nH]c(=O)c1C(c1ccc(Cl)cc1)c1c(C)[nH][nH]c1=O
  x	3.8	-0.2	x	2	8	-1.2	x	5
30: CC(=O)c1nn(-c2ccccc2)cc1C(=O)c1cccc(Br)c1
  -1	-1.0	0.3	0.4	5	6	0.1	2	-2
31: CC(C)(C)c1cc(C(=O)C[n+]2ccc(C(=O)NCCCO)cc2)cc(C(C)(C)C)c1O
  0	-0.8	0.1	-0.1	-22	12	-0.9	-4	1
32: CCCCN(C(C)=O)c1ccc(S(=O)(=O)NC2=NCCCCC2)cc1NC(C)=O
  x	-1.2	1.5	x	6	15	-0.8	x	0
33: O=C(Nc1ccccc1)c1nccn1Cc1ccc(F)cc1
  0	-1.4	1.1	0.1	10	-5	-1.5	-3	-4
34: Nc1cc(=O)[nH]c(SC/C=C/c2ccccc2)n1
  -4	-5.2	x	-0.9	-4	7	-0.8	-8	0
35: CC(=O)Nc1ccc(CN(C)c2c(C)nc3ccc(C(=O)N(C)Cc4ccccc4)cn23)cc1
  -8	-5.3	0.7	-0.6	-3	6	x	-2	16
36: CCC1CCCCN1CC(O)COCc1cccc(OC)c1 (configuration not stated)
  -8	-4.4	0.3	-1.1	-1	-2	0.9	-14	-4
37: CCN(CC(=O)Nc1cc(Cl)ccc1C)C(=O)C1CC(=O)N(Cc2ccccc2)C1 (configuration not stated)
  2	-3.3	1.8	-0.2	-5	2	-0.6	2	-10
38: CCC1COCCS(=O)(=O)N1Cc1ccccc1 (configuration not stated)
  -8	-2.1	1.5	0.7	-2	2	0.2	-5	-8
39: Cc1c(Cl)cccc1NC(=S)NCC(O)c1ccccc1 (configuration not stated)
  2	-1.8	1.3	2.1	3	-14	-2.1	12	-1
40: O=C(CN1CCCCCC1)Nc1ccccc1Cl
  9	-1.8	-0.3	-1.5	-6	6	-0.5	u	2

# Other results
# Values run as follows: Anthrax LF inh2	FadD28 binding	TcdB inh	BoNT-A LC inh2	PrPC TRFRET	CCHFV vOTU inh	PfHsp40 yeast	BoNT-F LC inh	Y pestis TopoI
41: CC1=NC(=O)C(N=Nc2ccccc2)N1c1ccccc1 (configuration not stated)
  -8	-1.7	x	-0.5	-3	13	-0.3	-7	-6
42: O=C(CCc1ccc(O)cc1)c1c(O)cc(O)cc1O[C@@H]1O[C@H](CO)[C@@H](O)[C@H](O)[C@H]1O
  -12	-1.7	9.1	-0.5	3	8	0.8	-4	-3
43: CCNC(=O)C1(C)CCN(C(=O)c2cccc(OC(C)=O)c2C)C1 (configuration not stated)
  -7	-2.4	0.4	-0.3	-4	-10	x	4	-3
44: COc1cccc(NC(=O)N2CCC(N3CCCCC3)CC2)c1
  -6	-1.8	x	0.3	-3	-84	0.7	-10	-7
45: CC1(C(=O)NCCOc2ccccc2Cl)CC1(Cl)Cl (configuration not stated)
  9	-2.1	-0.2	-3.2	12	-8	-0.3	u	0
46: Cc1cc(C(=O)NCc2ccccc2F)cs1
  2	-2.6	x	0.3	4	-12	-0.8	8	1
47: COc1ccc(CCC(=O)N/N=C(\C)c2ccc3c(c2)OCO3)cc1
  1	-2.1	0.6	2.3	5	-10	-0.4	-1	8
48: NC(=S)N/N=C/c1coc2ccc(Cl)cc2c1=O
  -5	-1.2	1.0	-1.1	12	1	-1.1	-5	0
49: CCCNC(=O)C1(C)CCCN(Cc2csc(-c3ccccc3)n2)C1 (configuration not stated)
  -2	-0.5	0.7	-0.3	-6	12	x	6	32
50: CCC/C=C/c1ccc(CN2C(C)C(=O)N(Cc3cn(Cc4ccco4)nn3)CCS2(=O)=O)cc1 (configuration not stated)
  -2	-0.8	1.4	-0.1	-2	5	x	-1	u
51: Cc1ccc(-c2cc(-c3ccccc3[N+](=O)[O-])[nH]n2)c(O)c1
  -2	-0.9	1.6	1.7	-12	1	-1.1	-4	-13
52: C[C@H](NC(=O)c1ccc(C(C)(C)C)cc1)C(=O)N1CCOCC1
  3	0.9	0.1	0.2	-1	-7	0.7	2	5
53: COC(=O)Cn1c(=NC(=O)C(C)(C)C)sc2c(C)cc(C)cc21
  -3	-2.8	4.6	-0.7	-5	12	-1.0	-7	-6
54: Cc1ccc(OCc2nnc(SCC(=O)c3cccc([N+](=O)[O-])c3)n2C)cc1
  -2	-1.2	x	-0.3	-10	-6	0.2	2	17
55: CC[C@]12c3[nH]c4ccccc4c3CCN1C(=O)C(CC(=O)NCCC1=CCCCC1)C[C@@H]2C(=O)N1CCN(C(=O)C2CC2)CC1 (some centres not stated)
  -1	-2.6	2.5	0.1	-1	4	-0.8	0	22
56: CC(C)(C)c1cc(C(C)(C)C)n(-c2ccccc2)n1
  2	-4.7	x	0.7	-5	8	-0.9	-5	0

# Screens: PubChem, several laboratories
